# Screens as filed in PubChem BioAssay.
# CYP2C19 inhib: blockers of cytochrome P450 2C19 activity – biochemical, luminescence, ADME assay, primary screen | P33261 | CYP2C19 Supersomes, luciferin-H EGE luminescence, 30 min | inhibition, % at 5 µM | 96,000 compounds, 21% hits;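 active = CYP2C19 inhibition above a set limit at 5 µM in the primary screen, cut at about 50% in these data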;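 also: plate controls were negative control wells for no effect and 2.5 mM tranylcypromine positive control for full effect; values of inactives mirror those of a sister screen read the other way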
# Target sequence (P33261 whole entry, looked up): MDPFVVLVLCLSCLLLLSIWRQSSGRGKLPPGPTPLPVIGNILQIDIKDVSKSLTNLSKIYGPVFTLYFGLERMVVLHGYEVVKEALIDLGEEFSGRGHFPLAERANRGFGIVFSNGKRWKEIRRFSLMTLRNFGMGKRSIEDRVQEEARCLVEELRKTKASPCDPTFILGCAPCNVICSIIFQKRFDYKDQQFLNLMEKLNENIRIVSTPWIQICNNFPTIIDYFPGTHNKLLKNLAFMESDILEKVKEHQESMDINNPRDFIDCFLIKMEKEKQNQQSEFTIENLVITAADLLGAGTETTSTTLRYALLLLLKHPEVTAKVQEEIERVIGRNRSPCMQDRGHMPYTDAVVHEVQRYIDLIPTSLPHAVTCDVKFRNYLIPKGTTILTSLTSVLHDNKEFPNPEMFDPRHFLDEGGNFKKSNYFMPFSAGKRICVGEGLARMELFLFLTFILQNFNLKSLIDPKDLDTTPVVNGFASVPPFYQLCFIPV
# CYP2C19 activ: human CYP2C19 activators, primary screen, biochemical, luminescence. Cytochrome P450 2C19 (Homo sapiens), P33261. recombinant CYP2C19, luciferin-H EGE luminescence; hits give high values; 0 = fully inhibited enzyme, 1 = untreated enzyme. activation factor at 5 µM. 96,000 tested, under 10 active. AID 1025, 2008;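 active = activation factor of at least 2 at 5 µM in the primary screen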;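 also: 0 = wells with 2.5 mM tranylcypromine and 1 = vehicle-only wells; values of inactives mirror those of a sister screen read the other way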
# sEH act: soluble epoxide hydrolase activators, primary screen, biochemical, human sEH | Bifunctional epoxide hydrolase 2 (Homo sapiens), P34913 | purified human sEH enzymatic activity, activator screen | activation, % at 2 µM | 91,000 compounds, 0.04% hits | AID 717, 2007; in the data active = activation above about 37%; also: values of inactives mirror those of a sister screen read the other way
# S1P2 agonist: S1P2 receptor agonists, primary screen, cell-based; 97,000 compounds, 0.46% hits; activation, % at 4.5 µM; S1P2-expressing cell line, agonist reporter read-out; Sphingosine 1-phosphate receptor 2 (Homo sapiens), O95136; in the data active = activation above about 16%;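 also: 0% = vehicle low control and 100% = maximal reference agonist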
# PostGolgi yeast: phenotypic screen on post-Golgi transport, primary screen; post-Golgi transport phenotypic cell assay; inhibition, % at 10 µM; 98,000 compounds, 0.9% hits;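 also: yeast cells grown in 1536-well plates; yeast grown about 18 h at 30C before absorbance read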
# sEH inh: soluble epoxide hydrolase inhibitors, primary screen, biochemical, human sEH. AID 707, 2007. 91,000 compounds, 0.34% hits. inhibition, % at 2 µM. recombinant human sEH enzymatic activity assay; in the data active = inhibition above about 80%; also: values of inactives mirror those of a sister screen read the other way; many of its hits are not listed in these tables
# S1P2 blocker: human S1P2 receptor antagonists, primary screen, cell-based. Sphingosine 1-phosphate receptor 2 (Homo sapiens), O95136. cell-based S1P2 antagonist assay, inhibition at 5 uM. inhibition, % at 5 µM. 97,000 compounds, 0.21% hits. AID 736, 2007; in the data active = inhibition above about 45%;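 also: CRE beta-lactamase reporter cells expressing human S1P2 stimulated with S1P; 0% = agonist at EC80 alone and 100% = agonist plus reference antagonist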
# hDAT+cocaine: changed hDAT dopamine uptake under cocaine IC80, either direction, primary screen, cocaine antagonist project, cell-based, LLC-PK1 hDAT, [14C]-dopamine uptake, MLSMR; LLC-PK1 hDAT cells, [14C]-dopamine uptake with cocaine IC80; actives deviate in either direction; B-score at 10 µM; 110,000 compounds, 1.3% hits; AID 449768, 2010;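 active = Z score or B-score, a plate-position-corrected score, falls beyond the plate's 99.7% confidence bounds, in either direction; inactive = both scores lie inside the 99.7% bounds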;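 also: scored against the spread of the other compound wells on the same plate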
# Target sequence (Q01959 whole entry, looked up): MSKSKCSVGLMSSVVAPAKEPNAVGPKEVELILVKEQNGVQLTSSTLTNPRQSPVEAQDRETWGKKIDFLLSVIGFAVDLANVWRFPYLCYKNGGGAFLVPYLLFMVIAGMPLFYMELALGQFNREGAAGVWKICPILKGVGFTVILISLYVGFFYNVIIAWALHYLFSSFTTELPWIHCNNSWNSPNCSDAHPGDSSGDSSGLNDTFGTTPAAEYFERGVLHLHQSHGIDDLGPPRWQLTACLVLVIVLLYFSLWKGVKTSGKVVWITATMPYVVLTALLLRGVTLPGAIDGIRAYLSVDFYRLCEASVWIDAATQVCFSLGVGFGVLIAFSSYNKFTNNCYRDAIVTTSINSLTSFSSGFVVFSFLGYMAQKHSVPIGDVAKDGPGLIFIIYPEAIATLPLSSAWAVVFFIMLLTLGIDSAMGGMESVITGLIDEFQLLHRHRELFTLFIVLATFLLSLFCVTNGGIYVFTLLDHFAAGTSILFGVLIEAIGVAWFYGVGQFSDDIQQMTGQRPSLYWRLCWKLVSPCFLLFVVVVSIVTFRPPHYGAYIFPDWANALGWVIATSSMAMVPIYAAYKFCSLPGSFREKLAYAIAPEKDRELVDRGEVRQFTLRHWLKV
# PostGolgi ctrl: growth inhibition of yeast control strain, primary screen, counter-screen for post-Golgi transport modulator project. efflux-deficient yeast background strain, growth absorbance A615, 16 h. inhibition, % at 10 µM. 98,000 compounds, 5% hits
# Starred values were filed as active, the others as inactive; · = no result given. Rule as the data show it, unless noted: active = inhibition above about 30%; inactive = the rest.
SMILES,CYP2C19 inhib,CYP2C19 activ,sEH act,S1P2 agonist,PostGolgi yeast,sEH inh,S1P2 blocker,hDAT+cocaine,PostGolgi ctrl
Cc1nc2ccc(NC(=O)N3CCCCC3)cc2nc1C,·,·,-2,5,·,4,-19,-0.27,·
COc1ccc(CNC(=O)C(c2ccncc2)N(C(=O)Cc2cccs2)c2ccc(C)cc2)cc1 (centres undefined),67*,0.3,-4,-4,23,6,14,0.27,19
O=C(NCC1CCCO1)c1ccccc1NC(=O)c1cccc2ccccc12 (centres undefined),3,1,13,-5,-7,-15,19,2.6,3
CCOC(=O)N1CCN(C(=O)c2ccc(N3CCCC3=O)cc2)CC1,0,1,·,-9,6,·,-6,0.18,5
CCOC(=O)N1CCN(c2c(NCc3ccccc3OC)c(=O)c2=O)CC1,-15,1.1,·,-9,-1,·,16,-0.21,8
O=C1OCCC1Sc1nc2ccccc2[nH]1 (centres undefined),5,0.9,·,·,-12,·,·,-1.4,-2
N#CCCN1CCN(S(=O)(=O)c2ccc(S(=O)(=O)NC3CCCCC3)cc2)CC1,13,0.9,0,0,-4,0,18,-0.39,1
CCN1CCN(CC(O)COc2ccc(C)c(C)c2)CC1 (centres undefined),8,0.9,·,·,0,·,·,0.15,2
CCC(C)NC(=O)CS(=O)Cc1nc(-c2ccccc2C)oc1C (centres undefined),8,0.9,-1,-2,-1,0,-4,·,7
COc1cc(CCN2C(=O)c3cccc4cccc(c34)C2=O)c(S(=O)(=O)NCCCO)cc1OC,66*,0.3,-8,-2,0,10,9,-0.89,0
CCc1cc(C(=O)OC)c(NC(=O)CCCC(=O)O)s1,-1,1,-10,-9,-7,10,6,0.92,-5
CCOC(=O)Cn1c2[n+](c3ccccc31)CC(O)CS2 (centres undefined),11,0.9,-2,-5,23,-1,3,-0.76,1

# The list goes on, starting with the last 2 of the part before.
SMILES,CYP2C19 inhib,CYP2C19 activ,sEH act,S1P2 agonist,PostGolgi yeast,sEH inh,S1P2 blocker,hDAT+cocaine,PostGolgi ctrl
CCc1cc(C(=O)OC)c(NC(=O)CCCC(=O)O)s1,-1,1,-10,-9,-7,10,6,0.92,-5
CCOC(=O)Cn1c2[n+](c3ccccc31)CC(O)CS2 (centres undefined),11,0.9,-2,-5,23,-1,3,-0.76,1
O=C(ON=C1CCN(S(=O)(=O)c2ccccc2)CC1)c1cccc(Cl)c1,·,·,-5,-4,-5,7,12,-0.85,1
O=C1Nc2ccccc2C(O)(C(=O)NCc2ccco2)N1c1ccccc1 (centres undefined),-2,1,·,·,11,·,·,0.98,7
c1coc(CNc2ncnc3sc4c(c23)CCCCC4)c1,87*,0.1,10,-2,2,-10,-25,0.75,16
CCC(=O)OCCn1c(=O)c2cc3c(=O)n(CCOC(=O)CC)c(=O)c3cc2c1=O,1,1,-10,-9,-2,9,-4,-0.058,-1
COc1ccc(NC(=O)C23CC4CC(C2)CC(n2cnc(Br)n2)(C4)C3)cc1Cl,10,0.9,-46,-2,11,47,6,·,9
Clc1nc(-c2ccccc2)cc(-c2ccc(Br)cc2)n1,·,·,9,0,·,-6,10,-0.32,·
COc1cc(-c2nnc3n2N=C(c2ccccc2)CS3)cc(OC)c1OC,73*,0.3,6,34*,2,-8,-26,0.38,3
COc1ccc(C(=O)NCCC(C)C)cc1S(=O)(=O)N1CCOCC1,17,0.8,-38,0,4,39,-8,0.28,3
CC1CN(C(=O)c2cc(F)c(F)cc2Cl)CC(C)O1 (centres undefined),·,·,12,-8,·,-9,-10,0.9,·
CC(=O)NNC(=O)c1ccncc1,·,·,2,0,·,-3,-8,-0.019,·
CC(=O)Nc1nc(C)c(S(N)(=O)=O)s1,-3,1,-7,-2,13,7,-1,·,3
CCc1cc2c(=O)nc3n(c2s1)Cc1ccccc1/C3=C(/O)c1ccccc1Cl,-15,1.1,3,-3,-2,-6,7,·,2

# Some of the entries so far, with tabs:
SMILES	CYP2C19 inhib	CYP2C19 activ	sEH act	S1P2 agonist	PostGolgi yeast	sEH inh	S1P2 blocker	hDAT+cocaine	PostGolgi ctrl
c1coc(CNc2ncnc3sc4c(c23)CCCCC4)c1	87*	0.1	10	-2	2	-10	-25	0.75	16
CC1CN(C(=O)c2cc(F)c(F)cc2Cl)CC(C)O1 (centres undefined)	·	·	12	-8	·	-9	-10	0.9	·

# Next part
SMILES,CYP2C19 inhib,CYP2C19 activ,sEH act,S1P2 agonist,PostGolgi yeast,sEH inh,S1P2 blocker,hDAT+cocaine,PostGolgi ctrl
Cc1ccc(CSCCNC(=O)/C=C/c2ccc(Cl)cc2)cc1,24,0.8,-14,-3,-3,13,8,-0.012,-4
CC(C)(C)c1ccc(/C=C/C(=O)N2CCc3ccccc3C2)cc1,·,·,3,-5,0,-2,-2,-0.86,9
Cn1c(=O)n(CCOc2ccc(Cl)cc2Cl)c2ccccc21,18,0.8,-11,-3,16,12,-21,-0.19,13
COc1ccc(N2CCC(CNS(=O)(=O)c3cccc(C(F)(F)F)c3)C2)cc1 (centres undefined),26,0.7,9,-6,-8,-5,12,-0.13,16
COc1ccccc1-c1c(C)nn2c(N3CCN(c4ccccc4OC)CC3)cc(C)nc12,76*,0.2,2,-4,2,2,9,-0.72,7
CCCOc1ccccc1N/C(=N/c1nc(C)cc(C)n1)NC(=O)COc1ccc(OC)cc1,90*,0.1,-17,9,40*,16,-32,0.72,7
COCCCn1c(Cc2csc(Nc3cccc(Cl)c3)n2)nnc1SCC(=O)OC,87*,0.1,8,-1,-6,-8,-8,-1,-3
Cc1ccc(C(=O)N2CCN(c3ccc(Cl)cc3)CC2)cc1,54*,0.5,9,-5,5,-6,17,1.2,20
CC(=O)c1cc2c(cc1NC(=O)CCn1cccc1)OCO2,21,0.8,-5,1,6,4,0,0.05,21
COc1ccc(Cl)cc1NC(=O)CN1C(=O)CSC1=O,-10,1.1,12,-1,-1,-12,-18,-0.23,13
NC(=O)C1CCN(C(=O)COc2ccc3ccccc3c2)CC1,·,·,-7,-2,·,8,4,0.11,·
O=C(NCC1COc2ccccc2O1)c1c[nH]c2ccc(S(=O)(=O)N3CCOCC3)cc2c1=O (centres undefined),-4,1,4,-6,3,-3,5,1.9,-4
O=C(Nc1ncc(Br)s1)C1CCCN1S(=O)(=O)c1cccc2cccnc12 (centres undefined),14,0.9,·,·,27,·,·,-0.99,4
NNC(=O)c1ccc([N+](=O)[O-])c(CS(=O)(=O)c2ccc(Cl)cc2)c1,75*,0.3,-32,2,-3,33,1,·,1
Cc1ccc(Cn2nnc3c(=O)n(CC(=O)NCc4ccco4)cnc32)cc1,·,·,8,-5,·,-7,-6,1.1,·
CC(C)(C)NC(NC(=O)Cc1ccccc1)C(Cl)(Cl)Cl (centres undefined),70*,0.3,-8,-1,-2,6,18,1.2,12
CCC(C(=O)OC)n1cnc2c(nnn2-c2ccc(OC)cc2)c1=O (centres undefined),-4,1,-3,0,-8,3,17,0.51,5
Cc1cccc(N(CC(=O)Nc2ccc(F)cc2)S(C)(=O)=O)c1,96*,0,10,-2,4,-12,17,-0.77,3
O=C(Nc1ccc2c(c1)OCCO2)C1CCN(S(=O)(=O)c2cccc3nsnc23)CC1,38,0.6,-37,-4,-4,36,6,-1,-3
Oc1ccc(-c2nc3ccccn3c2NCc2ccco2)cc1,24,0.8,0,-5,-3,1,9,0.88,4
CCOC(=O)C1CCN(C(=O)C2CCN(S(=O)(=O)N3CCCC3)CC2)CC1,11,0.9,0,0,-5,-2,-2,-0.41,-1
CSc1nc2[nH]c3c(c2c2nncn12)CC(C)(C)OC3,6,0.9,·,·,3,·,·,0.0068,2
CC(C)(C)C(=O)c1cnc(Nc2ccccc2Cl)s1,40,0.6,-13,-6,9,14,-14,0.76,16
COc1ccc(/C=C/C(=O)NC(=S)NNC(=O)Cc2cccs2)cc1,-4,1,5,-7,2,-7,11,·,-15
COC(=O)C1=C(O)C(C(=O)OC)C(c2ccc(C)cc2)C(C#N)(C#N)C1c1ccc(C)cc1 (centres undefined),·,·,26,-1,·,-27,2,-0.75,·
Cc1cn(C(=O)c2cccc(Br)c2)c(C)n1,29,0.7,-2,1,-2,2,-7,-0.76,-3
O=C(Nc1ccc2c(c1)OCCO2)c1c(F)c(F)c(F)c(F)c1F,-14,1.1,8,-3,-8,-4,11,-1.2,-8
COc1ccc(N(C(=O)C(C)C)S(=O)(=O)c2cccs2)cc1,97*,0,-4,-5,2,7,-26,-1.8,16
COc1ccc(N2CC(C)Cn3c2nc2c3c(=O)n(Cc3ccccc3F)c(=O)n2C)c(OC)c1 (centres undefined),-10,1.1,-12,-11,0,15,14,1.8,18
OCCNc1nc(Nc2ccccc2)nc(Nc2ccccc2)n1,20,0.8,10,-6,-9,-9,-16,1.9,17
Cc1ccc(N2C(=O)CC(N(O)C3CC(=O)N(c4ccc(C)cc4)C3=O)C2=O)cc1 (centres undefined),0,1,·,·,-6,·,·,-0.098,2
CC(=O)Nc1ccc(NC(=O)Cn2c(CC(=O)N3CCCC3)nc3ccccc32)cc1,4,1,10,-9,16,-9,-8,-0.19,-2
Cc1ccc(-c2nnc(-c3ccccc3)o2)cc1Br,·,·,8,-3,·,-4,-16,-0.83,·
CCCn1nnnc1SCC(=O)NCc1ccccc1,37,0.6,8,-6,4,-6,2,-0.76,7
CCCc1cc(=O)[nH]c(NCc2ccc(Cl)cc2)n1,35,0.7,1,0,20,-4,-7,0.59,7
Cc1c(C(=O)N(C)C)sc(NC(=O)c2cc([N+](=O)[O-])cc([N+](=O)[O-])c2)c1C#N,0,1,1,-6,-8,1,-11,0.71,6
COc1ccc(-c2onc3ccc(Cl)cc23)cc1,15,0.9,5,0,-6,-3,-20,0.87,2
COC(=O)c1c(C)[nH]c(C)c1-c1ccc(C)cc1,82*,0.2,20,-6,0,-27,-2,-0.34,16
COc1ccc(N2C(=O)C(Cl)=C(N(CCO)Cc3ccccc3)C2=O)cc1,97*,0,-8,-10,-4,9,2,0.96,8
Cc1noc(C)c1CSCC(=O)OCC(=O)Nc1sccc1C#N,38,0.6,17,-5,22,-17,5,0.62,10
O=C(NCC1COCCO1)C1CCN(S(=O)(=O)c2ccccc2)CC1 (centres undefined),1,1,-4,-1,0,4,-12,-0.82,8
O=c1c2c(nc3n1CCCCC3)-c1ccccc1CC21CCCC1,29,0.7,·,-4,5,·,10,0.92,46*
O=C(c1ccco1)N1CCN(C(=O)C2c3ccccc3Oc3ccccc32)CC1,89*,0.1,4,-6,-4,-6,-9,-1.1,1
COC(=O)Cn1c(=NC(=O)C2CC2)sc2c(C)cc(C)cc21,·,·,-7,-3,·,6,-15,-1.4,·
Cc1ccc(S(=O)(=O)Nc2ccc3c4c(cccc24)CC3)c(C)c1,·,·,-5,-7,·,6,3,0.46,·
CC(C)(C)C1CCC(OC(=O)CN2CCOCC2)CC1 (centres undefined),33,0.7,16,-4,-5,-17,-7,-0.29,0
CC(C)(C)c1ccc(-c2nnc3sc(-c4ccncc4)nn23)cc1,58*,0.4,-7,-4,-4,10,-19,0.025,24
NC(=O)C1CCN(C(=O)CSc2nc3ccccc3o2)CC1,-1,1,9,-7,-6,-5,3,-0.0044,3
Cc1cccn2c(=O)c3cc(C(=O)NCC4CCCO4)c(=N)n(CCN4CCOCC4)c3nc12 (centres undefined),-8,1.1,12,-6,-7,-9,8,-0.098,8
COc1cc(C2c3c(oc4ccccc4c3=O)C(=O)N2Cc2cccnc2)cc(OC)c1OC (centres undefined),-2,1,-6,-3,-7,6,-10,0.14,3
